# Assay outcomes from PubChem.
# KDM5B inhibitor: blocks human KDM5B histone demethylase activity; Q9UGL1; KDM5B demethylase, FDH-coupled NADH fluorescence (FDH is formaldehyde dehydrogenase); Potency, µM (titrated, usually from 57.7 µM), without a hit: top-dose activity change, negative = inhibition, hits mostly inhibitors; 2.6% of 220,000 active; AID 1347165; active = well fitted inhibition curve with a large enough effect; inconclusive = small, poorly fitted or top-dose-only effect; inactive = no such curve, though single readings can be large or run the other way; note: 0% is about no effect; nearly all actives have a fitted effect of over 70% in size
#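 Here, H3K4me3 peptide (12.5 µM in substrate mix) is demethylated by KDM5BΔAP, 200 nM final, after 10 min compound exposure. Formaldehyde product is coupled through FDH (0.25 U/mL in mix) to NADH fluorescence; 30-min ΔRFU feeds dose-response curves.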
# Numbers without * were called inactive; ? = inconclusive; [ ] = another dose, or the depositor's remark. Potency is the fitted concentration of half-maximal effect. This is a subset. The share of hits here may be higher or lower than overall.
molecule	KDM5B inhibitor
COc1ccc(Oc2nc3c(c(=O)n(Cc4ccccc4Cl)c(=O)n3C)n2C)cc1	?
COc1ccc2c(c1)CC(NC(=O)Nc1c(C)cc(C)cc1C)CO2 (stereo not drawn)	-2.9%
O=C1CC(c2ccccc2)N(C(=O)C2CC2)CCCN(C(=O)c2cccs2)CCN1 (stereo not drawn)	-11.3%
COc1ccc(NC(=O)c2cnc(N3CCCCC3)c3ccccc23)cc1Cl	?
O=C(NCc1ccccc1)Nc1c(NC2CCCC2)c2ccccc2oc1=O	-2.2%
COc1ccc(Cl)cc1C(=O)Nc1ccc2c(c1)CCC(=O)N2	?
CCCn1nc(C(=O)Nc2ccc3c(c2)OCO3)c2ccccc2c1=O	1.0%
Cc1cccc(N2NC3(CCCC(C)C3)NC2=S)c1C (stereo not drawn)	0.8%
CCOC(=O)C1(Cc2ccc(OC)cc2)CCN(C(=O)C(C)Oc2ccccc2)CC1 (stereo not drawn)	14.0%
CCOC(=O)c1[nH]c(C)c(C(=O)Nc2cccc(Cl)c2)c1C	6.9%
O=C(c1ccc2c(c1)N(Cc1ccccc1F)C(=O)c1ccccc1S2(=O)=O)N1CCCCCC1	-23.7%
COc1ccc(C(=O)N2CCN(c3nc4nc(C)ccc4o3)CC2)cc1C#N	4.1%

# Next part
molecule	KDM5B inhibitor
CCOc1ccc(NC(=O)[C@H]2O[C@@H]3OC(C)(C)O[C@@H]3[C@H]3OC(C)(C)O[C@H]32)cc1	?
CCc1ccc(C(=O)c2ccccc2C(=O)O)cc1	16.7%
COCCNc1ncccc1-c1noc([C@@H]2CCCN2Cc2ccc(C(=O)O)cc2)n1	35.5µM*
CCCNC(=O)NC(=O)CSc1nc(-c2ccco2)nc2ccccc12	-12.7%
COc1ccc(Br)c(C(=O)N[C@@H]2C=C(C(=O)N[C@H](C)C(N)=O)C[C@@H](O)[C@@H]2O)c1	-14.5%
COc1ccc(-c2cn3cccnc3n2)cc1NC(=O)COc1ccccc1	?
O=C(c1ccc(F)cc1)N1CCN(C2CCN(Cc3cccnc3)C2=O)CC1 (stereo not drawn)	-18.7%
CC(C(=O)NC1CCCCC1)N1CCN(Cc2ccc(C(F)(F)F)cc2)CC1 (stereo not drawn)	13.5%
CC(NC(=O)c1cc(Cl)nc(Cl)c1)C1CC2CCC1C2 (stereo not drawn)	-12.2%
COc1ccc(NC(=O)[C@@H]2C[C@H](c3ccc(F)cc3)N(Cc3ccccc3Cl)C2)cn1	?
Cc1ccc2nc(C)cc(C(=O)OC(C)C(=O)NC3CCCC3)c2c1 (stereo not drawn)	?
Cc1nc(Oc2cccc(F)c2)c2c3c(sc2n1)CCC3	-3.9%

# Sorted by the number under KDM5B inhibitor (highest first): some entries from above
molecule	KDM5B inhibitor
CCCn1nc(C(=O)Nc2ccc3c(c2)OCO3)c2ccccc2c1=O	1.0%
Cc1cccc(N2NC3(CCCC(C)C3)NC2=S)c1C (stereo not drawn)	0.8%
O=C1CC(c2ccccc2)N(C(=O)C2CC2)CCCN(C(=O)c2cccs2)CCN1 (stereo not drawn)	-11.3%

# (further entries)
molecule	KDM5B inhibitor
COC[C@@H]1CN(S(=O)(=O)c2cccc(C)c2)C[C@H]1c1nc(C)no1	17.0%
O=[N+]([O-])c1ccc(-c2nc(Nc3ccc(I)cc3)c3ccccc3n2)cc1	12.5%
COC[C@@H]1CN(c2cnccn2)C[C@H]1C(=O)NCc1ccco1	25.1µM*
COc1ccc(-c2cc(Nc3cccc(OC)c3)nc(C)n2)cc1	?
COc1cc(C(=O)N2CCN(c3ncccn3)CC2)cc(Cl)c1OC	-6.2%
c1ccc(-c2nc3cnccn3c2Nc2ccc3c(c2)OCCO3)cc1	-9.0%
COc1ccc(CN2CCCC(CNC(=O)NC(C)C)C2)cc1O (stereo not drawn)	-28.1%
CN1CC(=O)N(c2ccccc2)Cc2c(NCCOc3ccccc3)ncnc21	-13.6%
Cc1nnnn1CCCN1CCC2(CC1)CNC(C(=O)O)C2 (stereo not drawn)	1.5%
CNC(=O)CCc1cn(Cc2ccccc2C)c2ccccc12	-5.6%
COC(=O)c1ccc(Cl)cc1NC(=O)Nc1nnc(N2CCCC2)s1	-15.6%
COc1ccc2c(CN3CCCCC3)cc(=O)oc2c1	?

# (list continues)
molecule	KDM5B inhibitor
COc1ccc(C(=O)NCc2nnc3cc(-c4nc(C)no4)ccn23)cc1F	7.94µM*
Cc1ccccc1C(=O)Nc1ccc(Cl)c(C(F)(F)F)c1	3.6%
Cc1cc(-n2c(SCC(=O)NCc3ccccc3)nc3ccsc3c2=O)ccc1Cl	-24.5%
CCN(CC)S(=O)(=O)c1ccc(NC(=O)[C@H](CCSC)N2Cc3ccccc3C2=O)cc1	-15.0%
CN(Cc1ccsc1)C(=O)CSc1nnc(COc2ccccc2Cl)n1C	8.5%
COc1cccc(Sc2nc(-c3ccccc3)ncc2S(C)(=O)=O)c1	31.6%[activator]
CCOc1cc(/C=C2/C(=N)N3N=C(CC)SC3=NC2=O)ccc1OC(=O)c1ccco1	-24.4%
O=C(O)C[C@@H]1CCN(C(=O)C2CCCCC2)C[C@@H]1CCN1CCN(c2ccccc2)CC1	-4.7%
Cc1cc(C)cc(NS(=O)(=O)c2ccc3oc(=O)ccc3c2)c1	9.3%
O=C(NCc1ccccc1)C1CCCN(C2CCN(C(=O)C3CCC3)CC2)C1 (stereo not drawn)	-18.2%
CCC(=O)N1CCCC(n2c(C)cnc2-c2ccncc2)C1 (stereo not drawn)	7.5%
COc1cccc(Nc2ccc3c(n2)C(C)(C(=O)NC2CCC2)CN(C)C3)c1 (stereo not drawn)	?

# Other entries follow:
molecule	KDM5B inhibitor
O=C(O)C1CCc2nnc(C3CCN(C(=O)Cc4ccccc4)CC3)n21 (stereo not drawn)	?
CCOc1ccc(S(=O)(=O)/C=C2\NCCc3cc(OC)c(OC)cc32)cc1	?
CC(c1ccccc1)N1Cc2cc(NC(=O)c3ccccc3)ccc2OCC1=O (stereo not drawn)	-23.1%
CCOC(=O)c1ccccc1NC(=O)c1sc2ncn(CC)c(=O)c2c1C	-7.8%
O=c1n(-c2ccc(Cl)cc2)nc2n1CCN([S+](=O)([O-])c1ccccc1)C2	4.6%[115 µM]
CCc1c(-c2ccccc2)nc2sc3c(c2c1N)CCCC3	?
CC(=O)N1CCC(N2CCC3(CC2)CN(C2CCC2)CC3CO)CC1 (stereo not drawn)	?
O=[N+]([O-])c1ccc(COc2ccc(I)cc2)cc1	-6.0%
CC(=O)N1CCC([C@@H]2CN(C(=O)c3ccc(Br)o3)C[C@H]2CO)CC1	7.5%
Cn1ccnc1C(NC(=O)Nc1ccccc1)c1ccccc1F (stereo not drawn)	-7.6%
Cc1ccc2cc3cc(C(=O)NC4CCCC4)sc3nc2c1	15.0%
Cc1cc(C)c(CN2CCC(n3cc(C(C)(C)N)nn3)CC2)c(C)c1	-19.1%

# New compounds follow
molecule	KDM5B inhibitor
O=S(=O)(c1cccc(F)c1)N1CCCN(c2ccc(C(F)(F)F)cn2)CC1	6.7%
Cc1noc(-c2ccc3c(c2)OCO3)c1C(=O)NCc1ccccc1	28.2µM*
Cc1ccc(NC(=O)C2CN(S(=O)(=O)C3CC3)CC23CCCCC3)c(C)c1 (stereo not drawn)	-3.2%
Cc1ccc2nc3c(cc2c1)c(NC(=O)c1ccco1)nn3CC(C)C	?
COc1ccc(NC(=O)Cn2c(=O)n(Cc3nc(-c4ccccc4)no3)c(=O)c3ccccc32)cc1Cl	22.3%
CC(=O)Nc1cccc(-c2csc(Nc3ccc(C)cc3)n2)c1	-3.8%
CN(C)C[C@@H]1CN(c2ccncn2)C[C@H]1NC(=O)Cn1c(=O)oc2ccccc21	-10.6%
CN1c2cc(C(=O)Nc3ccc(C#N)cc3)ccc2C(=O)N2CCCCC21 (stereo not drawn)	?
Cc1ccc(CS(=O)CCC(=O)Nc2ccccc2)cc1 (stereo not drawn)	0.6%
CCOC(=O)c1c(-c2ccc(OC)c(OC)c2)csc1NC(=O)c1ccc(C)cc1	-39.6%
Cc1ccc(-c2nc(CN3C(=O)C(=O)N(C(C)C)C3=O)co2)cc1	-10.1%
CC(C)C1=NOC2(CCN(C3COC3)CC2)C1	19.0%[230 µM]

# Continuation:
molecule	KDM5B inhibitor
O=C(C1CCCC1)N1CC2(CCCCN2Cc2cccnc2)Cc2ccccc21 (stereo not drawn)	9.5%[115 µM]
O=C1C(c2ccccc2)=C(c2ccccc2)C(c2ccccc2)=C1c1ccccc1	-14.5%
CN(C(=O)Cn1nc(-c2ccc(Br)cc2)ccc1=O)C1CCCCC1	5.0%
Cc1occc1-c1nnc(SCc2cc(Cl)c3c(c2)OCCO3)n1C	10.3%
O=C1[C@H]2CN(Cc3ccccc3F)C[C@H]2C(=O)N1CCN1CCc2ccccc2C1	?
COC(=O)C1=C(C)Nc2nc3ccccc3n2C1c1ccc(O)cc1 (stereo not drawn)	3.0%
COc1ccc(CCNC(=O)C(=O)NCC(c2cccnc2)N2CCN(c3ccccc3)CC2)cc1 (stereo not drawn)	-8.5%
Cc1cccc(N2CCN(C(=O)Cn3ncc4c([nH]c5ccccc54)c3=O)CC2C)c1 (stereo not drawn)	-5.8%
O=C(NC1CCCN(c2cc(-c3ccccc3)[nH]n2)C1)c1ccccc1Br (stereo not drawn)	?
O=C(NCc1ccco1)c1ccc2c(c1)N(Cc1ccc(F)cc1)C(=O)c1ccccc1S2(=O)=O	?
CC(=O)c1ccc(NC(=O)c2cc(-c3cccs3)on2)cc1	25.4%
COc1ccc(C(=O)N(Cc2ccc(C(C)C)cc2)C2CCS(=O)(=O)C2)cc1 (stereo not drawn)	-21.9%

# (further entries)
molecule	KDM5B inhibitor
CC1=C[C@@H](CNS(=O)(=O)Cc2ccccc2)[C@H](C(C)C)C[C@H]1CC(=O)N1CCOCC1	-0.7%
Cc1cc(C(=O)N[C@@H]2CN(c3ccncn3)C[C@H]2CN(C)C)n[nH]1	6.0%
CC(=O)c1c(C)[nH]c(C(=O)/C(C#N)=C\c2ccc(F)cc2)c1C	15.8%
O=C1[C@H]2CN(Cc3cc(Cl)ccc3F)C[C@H]2C(=O)N1CCc1ccccc1	-11.7%
CC(=O)N1CCN(c2ccc(NS(=O)(=O)c3ccc(C)cc3)cc2)CC1	15.9%
N#C/C(=C/c1cc(Br)ccc1OC(F)F)c1ccccn1	?
Cc1cccc(C(=O)N[C@H]2CN(CCS(C)(=O)=O)C[C@@H]2C(C)C)c1	-12.3%
CCOc1ccccc1NC(=O)Cn1c(=O)n(-c2ccc(F)cc2)c(=O)c2c3c(sc21)CN(C(C)=O)CC3	-7.6%
CCC(C)Oc1ccccc1CNc1ncnc2c1c(C)nn2C (stereo not drawn)	-20.4%
O=C(Cn1ncn2c(cc3sccc32)c1=O)NCCc1ccccc1	-13.2%
CC(C)(C(=O)NCCc1ccccc1)C1CCOCC1	-20.9%
Cc1ccc(C2=NC3(CCN(C(=O)c4cccc(Cl)c4)CC3)ON2)cc1	-22.5%

# Additional structures.
molecule	KDM5B inhibitor
COc1cccc(CSc2nc3cc(C(=O)NC4CCCC4)ccc3c(=O)n2Cc2ccccc2)c1	-5.6%
O=C(Nc1ccc(F)cc1F)N1CCOc2ccc(CN3CCc4ccccc4C3)cc2C1	?
Cc1cc(C)cc(OCCN)c1	14.2%
COc1ccc(OC)c(NS(=O)(=O)c2ccc(-n3cccn3)cc2)c1	-22.1%
CCOc1ccc(C(=O)Nc2cccc3ccc(C)nc23)cc1	1.9%
CCOCCCNC(=O)c1ccc2c(c1)NC(=O)C(CS(=O)(=O)Cc1ccc(F)cc1Cl)N2 (stereo not drawn)	?
COC(=O)c1c(C)nn(-c2ccc(F)cc2)c1-n1cccc1	-5.3%
O=C1CCCN1CCCN1C(=O)[C@H]2CN(Cc3cccc(Cl)c3)C[C@H]2C1=O	23.3%
O=C(O)CCC(=O)O	-9.0%
CC(=O)Nc1ccccc1NC(=O)CN(C)S(=O)(=O)c1ccccc1	-10.3%
CN(C)S(=O)(=O)NC(=O)c1cc(Br)ccc1F	25.8%
O=C(CSc1nnc(NC(=O)c2c(F)cccc2F)s1)NC1CC1	27.3%

# Continued.
molecule	KDM5B inhibitor
N#C/C(=C\c1ccc(-c2nc3ccccc3s2)o1)C(N)=O	-11.2%
S=C(Nc1ccc2[nH]ccc2c1)NC1CCCCC1	9.5%
COc1ccc(CNC(=O)COc2ccc3ccc(=O)oc3c2)cc1	?
CCOC(=O)C1CCN(C(=O)CSc2n[nH]c(-c3ccccc3Cl)n2)CC1	?
CC1=C[C@@H](CNC(=O)c2ccc(C#N)cc2)[C@H](C(C)C)C[C@H]1Cc1nnc(-c2ccncc2)o1	16.0%
COCCN1CCOc2nc(-c3cccc(C)c3)ncc2C1=O	-21.3%[86.2 µM]
CN(C(=O)c1cc2cccc([N+](=O)[O-])c2[nH]1)C1CCCCC1	22.3%
CC(C)c1nnc(C2CN(C(=O)C3(c4ccccc4)CC3)CC23CCOCC3)o1 (stereo not drawn)	-12.4%
O=C(C1CC=CC1)N1C[C@@H](COCC2CC2)[C@H](c2ccncc2)C1	4.8%
Cc1ccc(N(CC(=O)NCc2ccc(F)cc2)S(=O)(=O)c2c(C)nn(C)c2C)cc1	-13.0%
CC(=O)c1ccc(OCc2ccccc2C)cc1	-25.1%
CC(C)c1ccc2oc(-c3ccc(NC(=O)c4ccc([N+](=O)[O-])o4)cc3)nc2c1	7.7%
COc1ccccc1CNC(=O)c1ccc2noc(-c3ccccc3)c2c1	16.5%
CC(=O)Nc1ccc(OCC(=O)NCc2ccccc2F)nc1	4.5%
O=C(CSc1ncc(-c2ccccc2)[nH]1)Nc1cccc(Br)c1	?
